High-throughput results: PubChem BioAssay, The Scripps Research Institute Molecular Screening Center
CHO parental Ca: counter-screen: ATP calcium response change in parental CHO cells. parental CHO-K1, ATP-induced calcium, Fluo-8 fluorescence. inhibition, % at 5.6 µM. hit rate 0.63% among 330,000;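 active means inhibition above that plate's mean sample inhibition plus 3 SD, cut at about 26% in these data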;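 further: 0% = ATP-challenged DMSO wells and 100% = DMSO wells without ATP; some compounds past the cut are filed as inactive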
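Measured by: calcium-sensitive Fluo-8 fluorescence / Test system: CHO parental line / Controls: ATP-challenged DMSO wells low, unchallenged DMSO wells high / Measure: % inhibition / Compound: single nominal dose of 5.6 µM per compound / Replicates: single well per compound, no replicates / Reagent: ATP as calcium-mobilizing challenge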
TAAR1 antagonist: human TAAR1 antagonism. Q96RJ0. CHO RD-HGA16 TAAR1, Fluo-8 calcium fluorescence, antagonist. inhibition, % at 3 µM. hit rate 1.5% among 360,000. AID 624466;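 active means inhibition above a per-plate cutoff, the mean inhibition of test compounds on that plate plus 3 SD, cut at about 49% in these data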;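 further: 0% = DMSO plus EC80 beta-PEA response and 100% = DMSO alone without agonist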
Target sequence (Q96RJ0 whole entry, looked up): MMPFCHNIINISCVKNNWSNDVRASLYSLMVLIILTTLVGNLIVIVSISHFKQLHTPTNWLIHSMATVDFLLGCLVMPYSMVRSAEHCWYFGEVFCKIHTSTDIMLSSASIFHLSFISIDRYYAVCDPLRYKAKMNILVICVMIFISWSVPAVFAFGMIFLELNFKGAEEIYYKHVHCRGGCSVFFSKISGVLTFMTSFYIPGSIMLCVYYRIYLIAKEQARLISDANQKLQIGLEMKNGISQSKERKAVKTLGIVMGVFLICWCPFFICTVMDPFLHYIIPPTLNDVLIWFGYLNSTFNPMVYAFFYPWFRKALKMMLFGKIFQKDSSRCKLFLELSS
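Material: RD-HGA16 CHO cells with stable hTAAR1 and Gα16; Dosing: single nominal final test compound concentration of 3 µM; Schedule: seeding 17-24 h prior, 75-min 37 °C, 30-min RT dye loading; Detection: kinetic Fluo-8 calcium fluorescence measurement; Measure: % inhibition from peak post-agonist over basal fluorescence ratio; Benchmarks: vehicle and agonist controls.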
CHRM1 agonist: human M1 muscarinic receptor agonism. hit rate 0.33% among 360,000. AID 588814. CHO-K1 hM1, Fluo-8 calcium fluorescence, agonist mode; 0% DMSO, 100% acetylcholine EC100. activation, % at 3 µM. P11229;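 active means activation above the run's mean compound activation plus 3 SD, cut at about 16% in these data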;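 further: peak over basal fluorescence ratio within a 140 s kinetic read after compound addition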
M1 ag parental: nonselective activator or artifact in parental CHO-K1 cells; activation, % at 3 µM; AID 602248; hit rate 0.48% among 360,000; Fluo-8 calcium fluorescence; scaled to maximal ATP response, vehicle zero; in the data active means activation above about 15%;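 further: untransfected CHO-K1 host cells lacking M1 receptor as counterscreen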
TAAR1 ag: agonists of human TAAR1; Q96RJ0; CHO RD-HGA16 TAAR1, Fluo-8 calcium fluorescence; vehicle wells 0%, saturating PEA agonist 100%; activation, % at 3 µM; hit rate 0.99% among 360,000;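 active means activation above the mean activation of all test compounds in the run plus 3 SD, cut at about 38% in these data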
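Test system: RD-HGA16 (CHO) cells co-expressing Gα16 and hTAAR1 | Doses: Single dose, 3 µM | Schedule: 17-24 h seeding, 75 min 37 °C dye, 30 min RT | Evaluation: % activation from peak over basal fluorescence ratio, DMSO-to-PEA scaled | Technique: Kinetic Fluo-8 calcium fluorescence | Benchmarks: Low control DMSO, high control PEA (EC100)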
M1 PAM parental: M1 PAM counterscreen hit in parental CHO-K1 cells | activation, % at 3 µM | ATP EC20, Fluo-8 calcium fluorescence; 0% at ATP EC20, 100% at ATP max | hit rate 0.02% among 360,000;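 active means activation above the run cutoff, the mean activation of all test compounds plus 3 SD, cut at about 40% in these data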;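 further: peak over basal fluorescence ratio in a 140 s read after ATP addition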
CHO-K1 Ca antag: nonselective inhibitor or artifact in parental CHO-K1 cells | ATP-induced calcium, Fluo-8 fluorescence | inhibition, % at 3 µM | hit rate 0.6% among 360,000;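 active means inhibition above a per-plate cutoff, the plate's mean sample inhibition plus 3 SD, cut at about 24% in these data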;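 further: 0% = DMSO plus EC80 ATP and 100% = DMSO alone without ATP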
M1 antag: human CHRM1 antagonism; P11229; hit rate 1.3% among 360,000; CHO-K1 hM1, Fluo-8 calcium fluorescence, ACh EC80 antagonist; inhibition, % at 3 µM;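 active means percent inhibition above its own plate's cutoff, namely the mean of that plate's compound wells plus 3 SD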;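 further: peak over basal fluorescence ratio during 140 s after agonist addition; 0% = ACh EC80 plus DMSO and 100% = DMSO alone without agonist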
OXTR potentiate: potentiates the human oxytocin receptor response | CHO-OTR cells, Fluo-8 calcium fluorescence, potentiator mode; 0% = oxytocin EC15, 100% = EC100 | activation, % at 3 µM | hit rate 0.061% among 320,000 | AID 2445;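 active means activation above that plate's cutoff, the mean activation of tested compounds plus 3 SD, cut at about 6.6% in these data, passing the limit was not always enough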;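 further: 100% uses oxytocin at 75 nM as the full agonist control; some results filed as inactive read as strong as hits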
Target sequence (P30559 whole entry, looked up): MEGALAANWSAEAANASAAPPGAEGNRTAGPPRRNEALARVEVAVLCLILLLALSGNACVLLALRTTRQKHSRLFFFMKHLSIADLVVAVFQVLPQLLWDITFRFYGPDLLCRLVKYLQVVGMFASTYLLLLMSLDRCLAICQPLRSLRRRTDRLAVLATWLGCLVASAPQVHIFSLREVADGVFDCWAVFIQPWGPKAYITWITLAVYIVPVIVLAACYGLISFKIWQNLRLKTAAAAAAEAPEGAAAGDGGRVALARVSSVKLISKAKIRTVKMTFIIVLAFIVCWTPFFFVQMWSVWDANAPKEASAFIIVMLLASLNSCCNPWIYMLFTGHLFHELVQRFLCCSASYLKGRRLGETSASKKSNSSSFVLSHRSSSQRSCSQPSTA
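System: human OTR in CHO cells / Also added: sub-maximal oxytocin, roughly EC15 / Control set: EC15 oxytocin low, 75 nM oxytocin high / Schedule: 6 min compound pre-incubation at room temperature, 100 s kinetic read / Compound: single-point 3.0 µM / Replication: singlicate / Technique: Fluo-8 calcium dye fluorescence / Read-out basis: % activation of max/min ratio relative to oxytocin controls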
The depositor's hits bear a star; · = no result given; & = joins results of further samples; ! = repeats disagree.

SMILES	CHO parental Ca	TAAR1 antagonist	CHRM1 agonist	M1 ag parental	TAAR1 ag	M1 PAM parental	CHO-K1 Ca antag	M1 antag	OXTR potentiate
COc1cc(NC(=O)c2cccs2)ccc1NC(=O)c1cc2ccccc2o1	-7	17	-2	-0.2	7	-8	6	12	-11
CCOC(=O)N1CCN(C(=O)C2CCN(C(=O)c3cc4sccc4n3CC)CC2)CC1	-5	-8	-1	2.9	2	17	1	-12	-5
Cc1noc(C)c1-c1csc(N2CCC(C(N)=O)CC2)n1	17	-11	-5	-0.4	7	-11	0	12	0
O=C(NCC(F)(F)F)Nc1ncccn1	-4	5	-3	0.1	2	18	-7	-2	4
CCN(c1ccccc1)S(=O)(=O)c1cccc(C(=O)OCc2nc3sc(C)c(C)c3c(=O)[nH]2)c1	-19	10	-1	-0.9	4	4	8	1	-14
CCOC(=O)c1c(NC(=O)Cn2nnc3ccccc32)sc2c1CCC(C)C2 (stereo not drawn)	-14	-20	-1	0.3	2	15	2	-19	-1
CCOC(=O)c1[nH]ncc1CN1CCC(Cc2ccccc2)(C(=O)OCC)CC1	1	-13	-3	1.4	5	-8	-5	-12	-2
COc1ccc(/C=C/C(=O)c2ccc[nH]2)c(OC)c1OC	-20	-8	-4	0.8	8	13	-6	10	-6
COc1ccccc1/C=C/c1nc2ccccc2c(=O)o1	15	-24	2	0.4	1	15	-3	-16	-8
CCCC[C@@H]1CNC(=S)N1CCCc1cc(OC)c(OC)c(OC)c1	-10	13	0	1.2	7	17	-12	-8	-12
Cc1cc(CN2CCN(CCC#N)CC2)c(O)c(C2(C)CCCCC2)c1	-21	-5	-2	0.2	16	13	-3	2	-1
CCCCN(C)C(=O)CS(=O)(=O)Cc1nc(-c2cccc(OC)c2)oc1C	-18	-6	-3	4.6	-1	17	0	1	1
O=S(=O)(c1cccc(C(F)(F)F)c1)N1CCN(c2cnccn2)CC1	-7	-4	-3	0.3	-1	-11	1	0	-3
COc1ccccc1-n1c(-c2ccc(NS(C)(=O)=O)cc2)n[nH]c1=S	-9	-6	-3	-0.3	6	12	-6	0	-5
COc1cccc(NC(=O)COC(=O)C2CCCCC2)c1	-8	-10	2	0.7	2	-21	8	-2	0
Cc1ccc(-c2noc(CN3CCC(C(N)=O)CC3)n2)cc1	24	3	-3	0.1	3	-1	0	-14	4
OC(COCCC12CC3CC(CC(C3)C1)C2)CN1CCCCC1 (stereo not drawn)	-4	-9	-10	0.6	3	-9	-15	11	-6
O=C(O)CC/C(=C\c1cc2c(cc1Br)OCO2)c1nc2ccccc2s1	-4	-13	-5	0.4	-3	-1	4	-6	-9
Cc1ccccc1-c1nc(CS(=O)(=O)CC(=O)N2CCOCC2)c(C)o1	-22	-19	0	0.3	0	9	-7	-18	0
OC(CNCC1COc2ccccc2O1)COc1ccccc1F (stereo not drawn)	-21	-15	-3	5.3	3	12	-19	-13	-10

Entries of single compounds as entered above. Order of values: CHO parental Ca | TAAR1 antagonist | CHRM1 agonist | M1 ag parental | TAAR1 ag | M1 PAM parental | CHO-K1 Ca antag | M1 antag | OXTR potentiate
CCOC(=O)c1c(NC(=O)Cn2nnc3ccccc32)sc2c1CCC(C)C2 (stereo not drawn) is listed with -14 | -20 | -1 | 0.3 | 2 | 15 | 2 | -19 | -1
CCN(c1ccccc1)S(=O)(=O)c1cccc(C(=O)OCc2nc3sc(C)c(C)c3c(=O)[nH]2)c1 is listed with -19 | 10 | -1 | -0.9 | 4 | 4 | 8 | 1 | -14
COc1cccc(NC(=O)COC(=O)C2CCCCC2)c1 is listed with -8 | -10 | 2 | 0.7 | 2 | -21 | 8 | -2 | 0
O=C(NCC(F)(F)F)Nc1ncccn1 is listed with -4 | 5 | -3 | 0.1 | 2 | 18 | -7 | -2 | 4

Additional structures.
SMILES	CHO parental Ca	TAAR1 antagonist	CHRM1 agonist	M1 ag parental	TAAR1 ag	M1 PAM parental	CHO-K1 Ca antag	M1 antag	OXTR potentiate
CCn1c(SCc2nc3cc(OC)c(OC)cc3c(=O)[nH]2)nc2ccccc21	-6	-9	-3	1.9	4	11	-21	-17	-2
COC(=O)c1c(NC(=O)CN2CCN(c3ccccc3)CC2)c2c(C)cccc2n1C	-7	18	-1	2.5	12	13	-3	-28	-11
Cc1cccc(C(=O)Nc2ccc(NC(=O)c3ccccc3)cc2)c1	-10	21	-4	3.0	5	17	-15	-18	3
CN(CC(=O)Nc1ccccc1[N+](=O)[O-])Cc1ccc(Br)cc1	-39	-24	-6	0.2	3	5	-5	-4	-7
Cc1ccccc1NC(=O)c1nn(C)c2c1CS(=O)(=O)c1ccccc1-2	-3	-4	-2	1.4	5	-7	1	-8	-3
O=C(/C(C=Nc1ccc(F)cc1)=C(/O)c1ccco1)C(F)(F)F	-14	-15	-8	0.6	5	11	-4	-6	0
Oc1ccccc1/C=N/c1c(-c2ccco2)nc2ccccn12	-15	-5	-3	0.8	1	23	-2	3	-9
O=C(Nc1ccc(NC(=S)NC(=O)c2ccco2)cc1)c1ccccc1	-5	17	-3	3.7	29	10	-3	-1	-10
Cc1ccc(NC(=O)[C@@H]2CCCN2S(=O)(=O)c2ccc(Cl)cc2)cc1	-9	-30	-4	-0.3	0	-9	5	1	-3
Cc1ccccc1N1C(=O)N(c2cccc(C(F)(F)F)c2)C2CS(=O)(=O)CC21 (stereo not drawn)	-11	21	-2	-0.2	9	10	0	-19	-2
CCC(C)[C@H]1CNCCN1CC1(c2ccccc2)CC1 (stereo partly drawn)	-16	-9	-5	0.8	12	4	-12	-4	-9
COc1ccc(NC2=C(c3ccc(OC)cc3)C(=O)c3ccccc32)cc1	-11	36	-8	2.4	10	21	-7	-1	-3
Cc1cc(C)c(-c2csc(NC(=O)C3=COCCO3)n2)cc1C	-9	-9	-6	-0.4	1	-23	-2	4	0
CCOC(=O)N1CCN(C(=O)CSc2ccc(Cl)cc2)CC1	-28	-25	-2	0.0	7	-4	-6	-8	-6
COc1ccc2nc(C)cc(SCC(=O)O)c2c1	0&-13	-7&4	0&-2	0.0&-0.2	0&3	18&-6	24*!	-27&2	3&0
COc1c(Br)cc(C(N)=O)cc1OCc1ccccc1	-5	-8	-5	-0.1	5	21	-11	-5	-5
O=C(Cc1ccc(Br)cc1)N1CCN(c2ccccc2O)CC1	-10	2	0	2.1	8	6	-4	-19	-14
CN(Cc1ccc(C(C)(C)C)cc1)C(=O)C1CCN(C(=O)Nc2ccccc2)CC1	-10	14	-4	5.4	11	0	-1	-6	-5
Cc1ccsc1-c1nc(CN2C[C@@H](C)O[C@@H](C)C2)c(C)o1	-12	-18	-5	0.9	2	16	-3	5	-1
COC(=O)c1nnc(-c2ccccc2)c(-c2ccccc2)n1	-4	-7	-4	0.7	10	22	-15	-12	2
COC(=O)c1ccc(COC(=O)CNC(=O)c2ccco2)cc1	4	3	-3	0.9	7	20	-15	-12	-8
COC(=O)CN1C(=O)[C@H]2[C@@H](c3ccc(C)o3)N3C(=O)CN(Cc4ccccn4)C(=O)[C@@]3(C)[C@H]2C1=O	-9	-4	5	0.0	0	12	-13	0	-7
Cc1ccc(-c2nc3cnccn3c2Nc2c(C)cccc2C)o1	0	-22	-5	1.0	10	5	-1	2	-5
COc1ccc(NC(=O)c2ccc(OC(F)F)cc2)cc1Cl	-12	12	-11	0.0	-2	2	5	-2	1
COc1ccc(CN(C)C(=O)C2CSC3(C)CCC(=O)N23)cc1 (stereo not drawn)	-3	-17	0	0.6	1	-8	6	-4	-2
Cc1cc(NC(=O)C2CCCN2C(=O)Nc2c(C)cccc2C)ccc1-n1cnnn1 (stereo not drawn)	1	3	-2	-0.2	6	12	-5	-10	-1
COc1ccccc1-c1cc(C(=O)N2CCCC2)no1	-19	-42	-6	-1.7	-1	-4	-18	4	1
Cc1cc(=O)[nH]c(SCCCOc2ccc3c(c2)CCC3)n1	3	-9	-5	8.0	3	12	-7	1	-8
O=C(Nc1cccc(OC(F)(F)F)c1)C1Cc2c(-c3ccc4c(c3)OCO4)ccnc2O1 (stereo not drawn)	·	-5	-2	0.2	2	11	-7	11	·
CCNc1nc(NC#N)nc(SCC(=O)OCC)n1	0	-16	-1	0.3	14	17	-9	-4	-7
O=C(Nc1ccccc1)Nc1nnc(Cc2ccc([N+](=O)[O-])cc2)s1	6	-1	-4	1.8	19	-6	5	6	-12
Cc1cc(C)cc(C(=O)NCC(=O)N(C)CCOc2ccccc2)c1	-18	6	-3	-0.5	0	9	-7	-11	-3
CCOC(=O)[C@H]1[C@H]2COc3ccc(C)cc3[C@@H]2N2C(=O)c3ccc(Cl)cc3NC(=O)[C@@]12C	-15	1	-4	-0.3	2	-11	-12	-4	-1
CCCCn1c(N)c(N(CC(C)C)C(=O)C2=NN(c3ccccc3)C(=O)CC2)c(=O)[nH]c1=O	-20	-24	-5	0.6	1	6	-13	-11	-2
COc1ccccc1-n1cnnc1SCc1csc(-c2ccccc2)n1	-31	12	-1	0.8	1	-3	-4	6	-6
CCOc1ccc(NC(=O)c2ccc3c(c2)S(=O)(=O)N=C2CCCCCN23)cc1	·	-37	-1	0.1	8	1	9	-8	·
O=C(Nc1ccccc1)c1ccccc1NC(=O)[C@H]1CCCC[C@H]1C(=O)O	2	3	-3	-0.1	0	-9	12	9	-8
COc1cc(C(=O)NCCC(=O)NCCCN2CCCCC2C)cc(OC)c1OC (stereo not drawn)	-5	·	-5	0.1	·	-5	20	1	0
COc1ccc(N(CC(=O)Nc2ccccc2C(=O)O)S(=O)(=O)c2ccc(C)c([N+](=O)[O-])c2)cc1	-17	-10	-8	-0.1	2	22	-12	-10	-3
CCc1nc2sc3c(c2c(=S)[nH]1)CC(C)(C)OC3	·	2	-1	0.6	2	-9	-8	-4	·
COc1cccc(CNC(=O)CCCNS(=O)(=O)c2cccs2)c1	-5	4	-2	1.6	8	-1	42*	2	-9
CSc1nnc(-c2ccco2)n1-c1ccccc1	-17	-4	-2	0.1	17	16	-9	-30	0
CC(=O)OC1CSC2c3ccccc3C(=O)N2Cc2sccc21 (stereo not drawn)	-10	-1	-8	0.3	0	-12	10	-2	-5
NC(=O)CSc1nnc2ccc(-c3ccc(F)cc3)nn12	-3	-11	0	1.4	1	16	-10	-17	6
CC(O)(c1ccc(F)c(F)c1)c1nc(-c2cccc(F)c2)cs1 (stereo not drawn)	·	15	-6	1.5	0	8	-3	-6	·
